USP2a inh – inhibitors of human ubiquitin-specific protease USP2a; USP2 core, Ub-CHOP2 coupled fluorogenic reporter, 485/531; Potency, µM (doses to about 38.3 µM), without a hit: top-dose activity change, negative = inhibition, usual class: inhibitors; 330,000 tested, 0.01% active; AID 463254;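 also: potency is read from the fitted curve at half-maximal effect; plate controls were DMSO wells for no effect and full inhibition by NEM control for full effect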
Target sequence (O75604 whole entry, looked up): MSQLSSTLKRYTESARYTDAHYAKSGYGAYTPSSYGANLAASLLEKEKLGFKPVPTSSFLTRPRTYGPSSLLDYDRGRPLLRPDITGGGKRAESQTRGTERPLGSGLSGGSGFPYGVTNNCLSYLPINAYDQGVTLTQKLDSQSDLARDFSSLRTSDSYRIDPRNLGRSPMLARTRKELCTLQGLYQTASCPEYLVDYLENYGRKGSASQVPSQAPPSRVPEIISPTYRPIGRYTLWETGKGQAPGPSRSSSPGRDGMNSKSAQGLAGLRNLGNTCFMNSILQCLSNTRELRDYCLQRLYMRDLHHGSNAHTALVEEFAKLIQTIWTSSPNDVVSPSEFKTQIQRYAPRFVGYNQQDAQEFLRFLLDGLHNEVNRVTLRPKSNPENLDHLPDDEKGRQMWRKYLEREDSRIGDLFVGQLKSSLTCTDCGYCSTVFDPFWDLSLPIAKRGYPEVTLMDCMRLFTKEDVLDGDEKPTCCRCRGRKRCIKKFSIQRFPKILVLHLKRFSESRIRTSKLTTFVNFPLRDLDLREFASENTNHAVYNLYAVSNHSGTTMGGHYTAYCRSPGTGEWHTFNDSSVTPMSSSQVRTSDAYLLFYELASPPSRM
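USP2 core (10nM final) preincubated 30min RT with compound in 20mM Tris-HCl pH 8.0, 2mM CaCl2, 2mM beta-mercaptoethanol, 0.05% CHAPS; 25nM Ub-CHOP2 plus 25nM reporter substrate added, fluorescence (Ex485/Em531) read after 60min.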
MBNL1-CUG inh – MBNL1-poly(CUG) RNA binding inhibition; Q9NR56; TR-FRET MBNL1-His/biotin-(CUG)12 binding, 665/545 ratio; Potency, µM (top dose mostly 57.5 µM), for the others: top-dose activity change, negative = inhibition, hits mostly inhibitors; 280,000 tested, 0.036% active; AID 2675; active = well fitted inhibition curve with a large enough effect in the signal ratio, with a control signal flat, not every such curve was filed as active; inconclusive = small, poorly fitted or top-dose-only effect, or effect the other way, or a change in a side signal; inactive = no such curve, though single readings can be large or run the other way; the % refers to the signal ratio; also: potency is read from the fitted curve at half-maximal effect; % is scaled to controls: 0 for no effect and ±100 for the full control effect
Target sequence (Q9NR56 whole entry, looked up): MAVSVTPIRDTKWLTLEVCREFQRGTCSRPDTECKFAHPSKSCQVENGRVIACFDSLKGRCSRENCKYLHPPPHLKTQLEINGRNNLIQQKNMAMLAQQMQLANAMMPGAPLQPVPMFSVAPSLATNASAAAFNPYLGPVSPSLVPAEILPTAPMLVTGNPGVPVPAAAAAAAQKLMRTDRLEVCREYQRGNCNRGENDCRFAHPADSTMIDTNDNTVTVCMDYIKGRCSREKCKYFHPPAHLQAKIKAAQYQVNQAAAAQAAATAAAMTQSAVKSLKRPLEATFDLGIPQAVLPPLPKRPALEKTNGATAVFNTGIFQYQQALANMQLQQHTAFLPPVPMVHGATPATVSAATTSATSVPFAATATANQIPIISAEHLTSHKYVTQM
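Compound titration spanned 92 nM–58 uM against the MBNL1-His/biotin-(CUG)12 complex. After 60 min at room temperature with 5 nM streptavidin-XL665 and 0.055 ng/ul terbium anti-His, ratiometric 665/545 nm emission (Ex 340 nm) normalized to controls.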
KCNH2 WT inh – KCNH2 (human, wildtype) channel inhibition; Q12809; U2OS, BacMam KCNH2, thallium flux FluxOr; hits give low values; activity change, % at 1.84 µM; 340,000 tested, 0.37% active;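 active = maximum activity change below -70%; inconclusive = maximum activity change between -70% and -50%; inactive = maximum activity change above -50%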; also: % is scaled to controls: 0 for no effect and ±100 for the full control effect
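U2OS cells transduced with wild-type KCNH2 virus are loaded with FluxOr dye for 45 min, and thallium flux is measured in kinetic reads before and after stimulation buffer. Rate constants are normalized to DMSO controls.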
Eya2 phos inh – inhibitors of human Eya2 phosphatase activity | O00167 | AID 488837 | 330,000 tested, 0.006% active | Potency, µM (titrated, usually from 76.9 µM), without a hit: at the highest dose activity, negative = inhibition, hits mostly inhibitors | recombinant Eya2, OMFP fluorescence dephosphorylation (OMFP is methylfluorescein phosphate); also: potency is read from the fitted curve at half-maximal effect; % is scaled to controls: 0 for no effect and ±100 for the full control effect
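Eya2 (0.2 uM) preincubated 10 min at ambient with compound, then OMFP substrate added at 50 uM; 10 min reaction in 50 mM HEPES pH 7.5, 50 mM NaCl, 5 uM MgCl2, 0.05% BSA, 1 mM DTT. Fluorescence read at Ex 485/Em 525 nm.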
S-ASM inh – inhibitors of human secretory acid sphingomyelinase | P17405 | placental ASM, HMU-PC fluorogenic substrate, 60 min | Potency, µM (highest dose often 57.5 µM), for the others: at the top dose activity change, negative = inhibition, actives largely listed as inhibitors | 340,000 tested, 0.006% active; also: potency is read from the fitted curve at half-maximal effect
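Steps: dispense placental human ASM, pin compound, wait 10 min at room temperature, add HMU-PC0 substrate at 9 uM final, incubate 60 min at 37 °C, add stop solution raising pH to 10, read fluorescence.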
PKM2 activator – increases activity of human pyruvate kinase M2 | P14618 | purified PKM2, Kinase-Glo ATP luminescence, activation; response scale: 0% is enzyme alone, no compound | Potency, µM (titrated, usually from 57.5 µM), for the others: at the top dose activation, hits mostly activators | 260,000 tested, 0.34% active | AID 1631; also: potency is read from the fitted curve at half-maximal effect; % is scaled to controls: 0 for no effect and ±100 for the full control effect; nearly all actives have a fitted effect of over 55% in size
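ATP formation by purified human PK-M2, quantified via coupled luciferase luminescence after 1 h at room temperature with 0.1 mM ADP and 0.5 mM PEP final.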
TSHR antag – antagonists of human thyroid stimulating hormone receptor; 330,000 tested, 0.2% active; TSHR-expressing cells, TSH-stimulated cAMP HTRF, 2 h; hits give low values; activity change, negative = inhibition, % at 11.5 µM; P16473;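 active = activity change below a set negative limit, meaning inhibition stronger than a set level, cut at about -70% in these data; inconclusive = activity change between two set negative limits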; also: % is scaled to controls: 0 for no effect and ±100 for the full control effect
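Cell-based HTRF cAMP assay; TSHR cells + compound, TSH EC80 (4nM final), 2 h, 37 deg C. Lysis with anti-cAMP cryptate and cAMP-d2, 30 min RT, read 665/620 nm.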
GALK inh – inhibitors of human galactokinase; Purified GALK, Kinase-Glo residual ATP luminescence; Potency, µM (top dose mostly 57.5 µM), for the others: at the highest dose activity change, negative = inhibition, hits mostly inhibitors; 270,000 tested, 0.007% active; also: potency is read from the fitted curve at half-maximal effect; % is scaled to controls: 0 for no effect and ±100 for the full control effect
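Compounds were pin-transferred into ATP buffer (35 uM final), then GALK plus galactose (5 nM, 100 uM final) was added. After 1 h at room temperature, Kinase-Glo Plus was added and luminescence read after 10 min.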
Menin MLL FP TR – inhibitors of human menin-MLL interaction, mutant MLL peptide. Potency, µM (doses to about 61.6 µM), inactives show at the top dose FP activity change, negative = inhibition, hits mostly inhibitors. 270,000 tested, 0.23% active. AID 1768. Menin + Texas Red MLL mutant peptide, fluorescence polarization. O00255; active = well fitted inhibition curve with a large enough effect in the polarisation, with a control signal flat, not every such curve was filed as active; inconclusive = small, poorly fitted or top-dose-only effect, or effect the other way, or a change in a side signal; inactive = no such curve, though single readings can be large or run the other way; the % refers to the polarisation; also: potency is read from the fitted curve at half-maximal effect; % of control where 0% means no effect; many of its hits are not listed in these tables
Mito fusion act – inhibitors of mitochondrial division or activators of mitochondrial fusion. S. cerevisiae fusion-defective mutant growth rescue, CellTiterGlo 48 h. Potency, µM (top dose mostly 46.1 µM), for the others: at the top dose growth rescue (activation), actives largely listed as activators. 320,000 tested, 0.23% active. AID 485298;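 also: potency is read from the fitted curve at half-maximal effect; % of control where 0% means no effect; nearly all actives have a fitted effect of over 45% in size; temperature-sensitive fusion mutants such as fzo1-1 at 37 °C on non-fermentable ethanol glycerol medium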
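Compounds are tested for their ability to restore growth of mitochondrial fusion-defective yeast strains at non-permissive 37C in YPEG medium over 48 hours. Viability is quantified by luciferase luminescence.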
BCR signal inh – chronic active BCR signaling inhibition; ABC-DLBCL IkBa-CBG/CBR reporter, luminescence ratio, 4 h; Potency, µM (series often up to 46.1 µM), for the others: top-dose ratio change, negative = lower green/red ratio, actives largely listed as inhibitors; 340,000 tested, 0.05% active; AID 493014; active = well fitted inhibition curve with a large enough effect in the signal ratio, with a control signal flat, not every such curve was filed as active; inconclusive = small, poorly fitted or top-dose-only effect, or effect the other way, or a change in a side signal; the % refers to the signal ratio;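 also: potency is read from the fitted curve at half-maximal effect; plate controls were basal doxycycline-induced cells for no effect and cells given 10 µM MG132 for full effect; MG132 reads +100%, hits lower the ratio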
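Doxycycline induced both beetle luciferases in TMD8 lymphoma cells; IKK-driven degradation limits the IkappaBalpha-fused green signal, while red luminescence normalises for cell number and nonspecific effects. Compounds tested up to 46 uM, 4 hrs.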
An asterisk follows results filed as active; ? = inconclusive; / = not tested or not shown; [ ] = dose if it differs, or a comment. Unless noted, calls follow the shape of the dose curve; as a rule, active = well fitted curve in the direction sought with a large enough effect; inconclusive = small, poorly fitted or top-dose-only effect, or another doubt; inactive = no such curve, though single readings can be large; an effect the other way counts as inactive or inconclusive. This is a subset; rates above refer to the full screens.

1) CCCCCCOc1ccc(C(=O)O)cc1C#N
2) CCc1nc2ccccc2n1CC1CC1(Cl)Cl (stereo unspecified)
3) O=C(Nc1nnc(-c2ccc3c(c2)CCCC3)o1)c1ccccc1Cl
4) COC(=O)C1CCCCN1C(=O)CCc1nnc(CCc2c[nH]c3ccccc23)o1 (stereo unspecified)
5) COc1ccc(-c2noc(CCC(=O)NCC3CCCO3)n2)cc1OC (stereo unspecified)
6) Cc1ccc2nc3c(cc2c1)c(C)nn3-c1ccccc1
7) Cc1cc(OCc2cc(C(=O)NCc3csc(C(C)C)n3)no2)cc(C)c1Cl
8) COc1ccc(Nc2cc(C(=O)NCCCOC(C)C)c3ccccc3n2)c(OC)c1
compound no.,1,2,3,4,5,6,7,8
USP2a inh,4%,0%,-6%,2%,-1%,0%,1%,-1%
MBNL1-CUG inh,-11%,12%,8%,-16%,-5%,0%,3%,3%
KCNH2 WT inh,3,-3,-15,-2,2,-1,-1,-3
Eya2 phos inh,-5%,-1%,-13%,-10%,-13%,-1%,-7%,21%
S-ASM inh,7%,3%,-12%,1%,6%,/,-8%,-7%
PKM2 activator,0%,-2%,-17%,5%,/,/,-3%,/
TSHR antag,-2,-1,-9,-24,2,-19,-47,-4
GALK inh,/,0%,-1%,-2%,2%,/,-5%,2%
Menin MLL FP TR,4%,-10%,8%,-17%,5%,54%[activator],?,-19%
Mito fusion act,?,?,24%,13%,-1%,-23%,-3%,-14%
BCR signal inh,7%,8%,?,-9%,1%,4%,1%,4%

9) CC(=O)c1cccc(NC(=O)N2CCC(NC(=O)C34CC5CC(CC(C5)C3)C4)CC2)c1
10) CC(=O)N1CCCc2ccccc21
11) CC(O)CNc1nc2ccccc2n1CC(=O)NCCc1ccc(Cl)cc1 (stereo unspecified)
12) CC1CN(C(=O)c2cc3cc([N+](=O)[O-])ccc3s2)CC(C)O1 (stereo unspecified)
13) c1ccc(-n2nnc(-c3cccnc3)n2)cc1
14) CC1CCN(CCNC(=O)C2CCCN(S(=O)(=O)c3cccc4nsnc34)C2)CC1 (stereo unspecified)
15) O=C(/C=C/c1ccc(F)cc1)N1CCN(S(=O)(=O)/C=C/c2ccccc2)CC1
16) CC(C)n1cc(/C=C/c2cc[n+](C)cc2)c2ccccc21
compound no.,9,10,11,12,13,14,15,16
USP2a inh,-2%,6%,5%,1%,-1%,3%,3%,?
MBNL1-CUG inh,-8%,-1%,11%,?,7%,?,-8%,?
KCNH2 WT inh,-4,7,-1,5,6,40,-1,-7
Eya2 phos inh,-3%,-3%,-3%,3%,0%,-3%,24%,?
S-ASM inh,-2%,2%,0%,0%,-5%,0%,-6%,-20%
PKM2 activator,2%,-9%,-10%,1%,-10%,0%,3%,7%
TSHR antag,2,5,-6,-12,-7,1,6,-4
GALK inh,4%,2%,0%,0%,0%,12%,6%,2%
Menin MLL FP TR,0%,-4%,2%,-10%,17%,-12%,-5%,-18%
Mito fusion act,-3%,2%,-2%,-5%,0%,4%,1%,-3%
BCR signal inh,-1%,14%,3%,5%,?,-14%,-2%,?

17) Cc1[nH]nc2c1C(c1ccc3c(c1)OCO3)C(C#N)=C(N)O2 (stereo unspecified)
18) O=C(NNC(=O)c1cc(-c2ccco2)nc2ccccc12)c1ccccc1
19) CNC(=O)c1ccccc1NC(=O)c1cccc(S(=O)(=O)N2CCC(C)CC2)c1
20) COC(=O)c1ccccc1NC(=O)c1ccc(COc2ccccc2)o1
21) CCC(=O)Nc1nc(NCc2ccccc2OC)n(-c2ccccc2)n1
22) O=C(c1cccs1)N1CCCC(c2nc(-c3ccc(F)cc3)no2)C1 (stereo unspecified)
23) CCOC(=O)C1CCCCN1C(=O)CCc1c(C)nc2ncnn2c1C (stereo unspecified)
24) O=C(Nc1c2c(nn1-c1ccc(F)cc1)CS(=O)(=O)C2)c1ccc2c(c1)OCO2
compound no.,17,18,19,20,21,22,23,24
USP2a inh,-1%,1%,0%,/,2%,-2%,0%,1%
MBNL1-CUG inh,6%,/,5%,-3%,-5%,1%,-12%,0%
KCNH2 WT inh,8,-3,4,-12,2,12,-2,-16
Eya2 phos inh,5%,-25%,-34%,/,1%,9%,7%,-4%
S-ASM inh,3%,27%,-9%,-3%,4%,0%,3%,5%
PKM2 activator,10%,9%,0%,2%,/,0%,2%,-7%
TSHR antag,-13,8,-11,/,-1,-7,12,-8
GALK inh,1%,4%,0%,4%,/,-2%,3%,-5%
Menin MLL FP TR,-9%,/,?,14%,-8%,7%,12%,/
Mito fusion act,-2%,2%,17%,23%,1%,10%,0%,0%
BCR signal inh,-7%,1%,1%,/,3%,-1%,?,1%

An excerpt from above in order of molecular weight, descending:
11) CC(O)CNc1nc2ccccc2n1CC(=O)NCCc1ccc(Cl)cc1 (stereo unspecified)
3) O=C(Nc1nnc(-c2ccc3c(c2)CCCC3)o1)c1ccccc1Cl
21) CCC(=O)Nc1nc(NCc2ccccc2OC)n(-c2ccccc2)n1
compound no.,11,3,21
USP2a inh,5%,-6%,2%
MBNL1-CUG inh,11%,8%,-5%
KCNH2 WT inh,-1,-15,2
Eya2 phos inh,-3%,-13%,1%
S-ASM inh,0%,-12%,4%
PKM2 activator,-10%,-17%,/
TSHR antag,-6,-9,-1
GALK inh,0%,-1%,/
Menin MLL FP TR,2%,8%,-8%
Mito fusion act,-2%,24%,1%
BCR signal inh,3%,?,3%

Continuation.
25) Cc1c(N=C2SCC(=O)N2/N=C/c2ccccc2)c(=O)n(-c2ccccc2)n1C
26) OC(CN1C2=NCCN2c2ccccc21)c1ccc(Br)cc1 (stereo unspecified)
27) COc1ccc(-c2cc(C(F)(F)F)nc(N3CCN(c4ccc(F)cc4)CC3)n2)cc1OC
28) CC(C)(C)NC(=O)CCN(/N=C/c1ccc([N+](=O)[O-])o1)C1=NS(=O)(=O)c2ccccc21
29) Cc1cccc(NC(=O)CSc2nc(C)nc3c2c(=O)n(C)c(=O)n3C)c1
30) CC(C)C(C)(C#N)NC(=O)CSc1nnc(-c2ccccc2)o1 (stereo unspecified)
31) CCOC(=O)C1CCN(C(=O)c2ccc(NS(=O)(=O)c3ccc(F)cc3C)cc2)CC1
32) CCn1cc(S(=O)(=O)CC(=O)Nc2ccc(OC)cc2)c2ccccc21
33) C=CCN1C(=O)C2C(C(=O)NCc3ccccc3)C3C=CC2(O3)C1C(=O)NC(C)(C)C (stereo unspecified)
34) C=CC[C@@H](CC(=O)NCCO)C(=O)NC[C@H](OC(=O)[C@@H](CC=C)Cc1ccc(F)cc1)c1ccccc1
35) CCOC(=O)c1nnsc1NC(=O)Nc1ccc(OC)cc1
compound no.,25,26,27,28,29,30,31,32,33,34,35
USP2a inh,4%,-1%,2%,9%,-2%,0%,1%,0%,-1%,3%,2%
MBNL1-CUG inh,12%,-7%,-14%,/,0%,2%,-9%,-6%,1%,/,3%
KCNH2 WT inh,-8,21,-12,0,-1,6,-6,10,-7,0,-1
Eya2 phos inh,3%,8%,-5%,-18%,4%,11%,-10%,8%,-14%,1%,-1%
S-ASM inh,-1%,3%,10%,-6%,-1%,1%,-2%,-9%,7%,6%,-1%
PKM2 activator,1%,-3%,0%,3%,3%,4%,?,9%,-2%,/,4%
TSHR antag,-6,5,-6,-17,6,8,-31,-6,3,-12,6
GALK inh,-2%,-2%,2%,1%,2%,1%,-1%,0%,-1%,/,0%
Menin MLL FP TR,-4%,-22%,-1%,-11%,0%,2%,-11%,-1%,-9%,/,-21%
Mito fusion act,-4%,-1%,-1%,1%,-1%,-1%,4%,-9%,0%,/,-7%
BCR signal inh,?,4%,14%,-11%,?,4%,-2%,-2%,-6%,2%,-21%
